# mABHD4 FP – inhibits mouse alpha/beta hydrolase domain 4; Q8VD66; 0.54% of 370,000 active; AID 720543; inhibition, % at 8.92 µM; purified mABHD4, FP-Rh probe fluorescence polarization;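 active = inhibition exceeding the mean over every tested compound plus 3 SD, cut at about 30% in these data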;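 also: 0% = plate median of compound wells and 100% = S159A mutant with DMSO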
#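 system = mouse ABHD4 enzyme, wild type | medium = HEPES pH 7.0, NaCl, Pluronic buffer | also added = FP-Rh probe | incubation = Enzyme–compound pre-incubation 45 min, then probe 60 min, both 25 °C | technique = fluorescence polarization, excitation 525 nm, emission 598 nm, BODIPY TMR filters | controls = S159A mutant high control, sample median low control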
# LEDGF integ inh – blocks HIV-1 LEDGF/p75-dependent DNA integration; TR-FRET IN-LEDGF/p75 DNA integration, Eu/Cy5; 0.64% of 370,000 active; inhibition, % at 3.7 µM;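 active = inhibition above the screen-wide mean plus 3 SD, cut at about 13% in these data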;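 also: signal is the Cy5 over europium emission ratio at 671 and 618 nm; 0% = plate median of compound wells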
# GC-B act – GC-B (human) receptor activation. P20594. HEK293-GC-B cells, CNP EC30, cGMP TR-FRET; 0% at EC30 CNP, 100% saturating CNP. activation, % at 10 µM. 0.11% of 370,000 active. AID 1920062;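 active = activation at 10 µM reaching about 35% in either raw or pattern-adjusted values, limit read from the data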
# TDP2 inh – blocks human TDP2 phosphodiesterase activity; recombinant TDP2, T5PNP hydrolysis, p-nitrophenol absorbance 415 nm; inhibition, % at 12.8 µM; O95551; 0.34% of 370,000 active; AID 720702;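 active = inhibition above the mean of all tested compounds plus 3 SD, set per campaign, cut at about 25% in these data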;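 also: 0% = DMSO with enzyme and 100% = buffer with substrate but no TDP2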
#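 System: recombinant human TDP2 / Amount: 120 nM TDP2 per well / Also added: 5 mM T5PNP chromogenic substrate / Doses: 12.8 µM single point, 1% DMSO / Incubation: 2 h at 37 °C / Detection: p-Nitrophenol epi absorbance / Evaluation: % inhibition relative to enzyme-containing and enzyme-free wells / Repeats: singlicate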
# HTRA1 inh – inhibitors of human serine peptidase HTRA1; Q92743; recombinant HTRA1, FP-rhodamine activity-based probe, fluorescence polarization; inhibition, % at 5.96 µM; 0.5% of 340,000 active; in the data active = inhibition above about 36%;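 also: 0% = enzyme with DMSO and 100% = wells lacking enzyme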
# Target sequence (Q92743 whole entry, looked up): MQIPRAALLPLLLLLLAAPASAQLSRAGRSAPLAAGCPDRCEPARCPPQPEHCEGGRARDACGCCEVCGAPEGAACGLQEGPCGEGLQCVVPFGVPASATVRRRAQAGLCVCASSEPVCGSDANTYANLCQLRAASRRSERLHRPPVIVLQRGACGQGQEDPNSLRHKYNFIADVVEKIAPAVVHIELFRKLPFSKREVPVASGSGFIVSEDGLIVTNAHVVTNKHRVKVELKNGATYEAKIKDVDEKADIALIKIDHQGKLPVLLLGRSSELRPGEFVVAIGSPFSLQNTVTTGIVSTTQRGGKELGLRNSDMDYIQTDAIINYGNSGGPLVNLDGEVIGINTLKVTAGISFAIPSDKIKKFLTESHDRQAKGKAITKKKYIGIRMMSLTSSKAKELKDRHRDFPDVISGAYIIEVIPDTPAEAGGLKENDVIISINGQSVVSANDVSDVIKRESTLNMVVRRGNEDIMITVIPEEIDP
# SIAE inh – inhibitors of human sialic acid acetylesterase SIAE; Q9HAT2; SIAE FP-Rh probe binding, fluorescence polarization; inhibition, % at 9.66 µM; 0.69% of 370,000 active;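 active = inhibition above a cutoff: mean of compounds within the control limits plus 3 SD of those, cut at about 17% in these data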;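 also: 0% = plate median of compound wells and 100% = probe without SIAE protein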
# MBD2 DNA inh – MBD2-methylated oligo binding inhibition. inhibition, % at 4.4 µM. TR-FRET, MBD2 binding to methylated oligonucleotide. 0.31% of 370,000 active; in the data active = inhibition above about 13%
# rCAG binder – r(CAG) repeat RNA binding; inhibition, % at 3 µM; AID 651821; 1.3% of 370,000 active; TO-PRO-1 dye displacement fluorescence;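 active = inhibition above the plate cutoff, the mean of all test compounds on that plate plus 3 SD, cut at about 35% in these data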;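 also: 0% = DMSO alone and 100% = 100 µM mitoxantrone as full dye displacement; higher means more dye released from RNA so lower well fluorescence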
# PRMT1 inh – blocks human protein arginine methyltransferase 1 | Q99873 | recombinant PRMT1, activity-based probe fluorescence polarization | inhibition, % at 2.79 µM | 1.3% of 370,000 active | AID 652257;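 active = inhibition above about 21% made by adding two undisclosed values, limit read from the data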
# Target sequence (Q99873 whole entry, looked up): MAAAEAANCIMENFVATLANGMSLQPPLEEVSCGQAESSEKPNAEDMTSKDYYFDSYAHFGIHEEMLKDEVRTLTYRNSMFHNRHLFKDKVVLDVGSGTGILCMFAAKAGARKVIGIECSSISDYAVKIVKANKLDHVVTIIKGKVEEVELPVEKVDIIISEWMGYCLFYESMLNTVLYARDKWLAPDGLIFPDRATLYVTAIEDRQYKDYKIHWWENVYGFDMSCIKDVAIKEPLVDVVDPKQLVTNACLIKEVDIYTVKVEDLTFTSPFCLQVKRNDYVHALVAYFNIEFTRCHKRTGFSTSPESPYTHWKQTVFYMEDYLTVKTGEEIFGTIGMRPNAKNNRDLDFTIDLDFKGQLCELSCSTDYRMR
# TCR-CD3 inh – inhibitors of human TCR-CD3 interaction; TAMRA-labeled TCR probe fluorescence, biochemical; inhibition, % at 9.4 µM; 0.37% of 360,000 active; AID 651800; in the data active = inhibition above about 19%;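 also: recombinant mutant TCR 2C K166C tagged with TAMRA read by polarization; 0% = receptor in buffer alone and 100% = receptor with positive control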
# An asterisk follows results filed as active; · = no result given; & = joins results of further samples. This is a subset; the hit share may differ from the screen's.
SMILES,mABHD4 FP,LEDGF integ inh,GC-B act,TDP2 inh,HTRA1 inh,SIAE inh,MBD2 DNA inh,rCAG binder,PRMT1 inh,TCR-CD3 inh
Cc1ccc(C(=O)Nc2ccc(N3CCOCC3)cc2N2CCOCC2)cc1,2,-3,2,8,4,6,2,-10,0,-7
CC(C)OCCCNC(=S)Nc1ccc(S(N)(=O)=O)cc1,1,5,2,5,2,4,-3,0,40*,4
C[C@@H]1COC(=O)[C@@H](Cc2ccc(F)cc2)C/C=C\C[C@@H](CC(=O)N(CCO)Cc2ccccc2)C(=O)N1,-4,0,2,-10,5,3,-1,-7,-2,0
COc1ccccc1N1CCN(c2ccc3ccccc3n2)CC1,-4,2,-1,4,2,3,-1,-7,-4,6
O=C(CNC(=O)c1ccc(Br)o1)NCC1CCCCC1,-3,2,0,0,4,-7,-3,0,0,6
Cc1noc(C)c1COC(=O)c1cccc(N(C)C)c1,4,-8,4,-5,-3,1,-4,-2,1,2
CCOC(=O)N1CCN(C(=O)CSCc2ccc(Br)cc2)CC1,-1,-2,3,12,6,8,7,-4,-1,-5
CN1CCc2c(n(CC(O)CN3C(=O)c4ccccc4S3(=O)=O)c3ccccc23)C1=O (stereo unspecified),-1,1,-1,2,3,-1,-3,-4,2,-4
Cc1ccc(S(=O)(=O)NC(CC(C)C)C(=O)N2CCOCCOCCOCC2)cc1 (stereo unspecified),-3,2,-1,6,10,2,0,-4,-6,1
Cc1ccc(CSc2nnc(-c3cc(-c4ccc(F)cc4)n[nH]3)n2N)cc1,2,-3,-4,6,·,0,0,5,5,·
CC(NC(=O)c1ccccc1)C(=O)Nc1ccccc1 (stereo unspecified),9,-4,2,-10,0,6,1,2,3,-2
CS(=O)(=O)N1CCC(C(=O)O)CC1,-2,2,7,4,9,0,2,-2,3,-1
Cc1ccc(NC(=O)NCCCN2CCCC2=O)cc1C,1,5,3,7,10,4,3,-1,-2,8
COc1ccc(S(=O)(=O)n2nc(OC(C)=O)cc2N(C(C)=O)C(C)=O)cc1,7,6,7,29*,-2,0,1,0,-2,5
NS(=O)(=O)c1ccc(Sc2ccccn2)c([N+](=O)[O-])c1,7,1,-4,2,·,4,0,0,-1,0
CC(=O)NCc1ccc(C(=O)CN2C(=O)NC3(CCCCC3C)C2=O)s1 (stereo unspecified),8,2,-1,-10,-4,-3,-3,7,-1,4
COc1cccc(C(=O)NCCS(=O)(=O)N2CCC(C)CC2)c1,3,-1,2,14,3,1,1,-6,2,-1
Cc1ccccc1S(=O)(=O)N1C[C@H]2CON(C)[C@H]2C[C@H]1c1cccc(-c2ccccc2)c1,-1,1,0,-3,-12,0,-5,3,0,2
Nc1cc(-c2ccc(OC(F)(F)F)cc2)nn1-c1ccc(Cl)c(Cl)c1,-10,-5,5,-1,·,-6,2,11,2,-11
COc1cccc(CCNC(=O)CCc2nnc(-c3cc(C)oc3C)o2)c1,4,-1,-8,2,8,-2,1,-2,2,4
O=C(CSCc1ccc(Br)cc1)NC1CC1,1,3,-4,-2,3,-5,-7,-4,-1,-4
CCOc1ccc(-c2c[n+]3c(n2-c2ccccc2)CCCCC3)cc1,-3,2,-2,-5,-3,-6,1,1,-1,0
CC1(c2ccc(Cl)cc2)NC(=O)N(CC(=O)N2CCCC2)C1=O (stereo unspecified),3,0,0,4,4,-1,2,-3,-1,2
O=C(NCc1ccc(F)cc1)c1cccc2c1C(=O)c1ccc(N3CCOCC3)cc1S2(=O)=O,13,-1,1,10,-3,2,6,-5,4,-3
CN(CC(=O)NC(=O)NCc1ccccc1)CC(=O)Nc1ccc(Cl)c(C(F)(F)F)c1,-16,0,-3,6,-52,-12,1,-2,-1,-4

# Whole records from above. Order of values: mABHD4 FP	LEDGF integ inh	GC-B act	TDP2 inh	HTRA1 inh	SIAE inh	MBD2 DNA inh	rCAG binder	PRMT1 inh	TCR-CD3 inh
# `Cc1ccc(S(=O)(=O)NC(CC(C)C)C(=O)N2CCOCCOCCOCC2)cc1` (stereo unspecified) reads -3	2	-1	6	10	2	0	-4	-6	1
# `COc1cccc(CCNC(=O)CCc2nnc(-c3cc(C)oc3C)o2)c1` reads 4	-1	-8	2	8	-2	1	-2	2	4

# Further results
SMILES,mABHD4 FP,LEDGF integ inh,GC-B act,TDP2 inh,HTRA1 inh,SIAE inh,MBD2 DNA inh,rCAG binder,PRMT1 inh,TCR-CD3 inh
CCCC(=O)OC/C(O)=C(\C#N)c1nc2ccccc2[nH]1,10,5,1,-3,6,7,-8,10,-1,1
COc1ccc(N2CCN(S(=O)(=O)CCNC(=O)COc3ccccc3)CC2)cc1,0,2,-1,3,-4,5,-4,-7,-1,2
Cc1ccc(N2C(=O)C(Cl)=C(N3CCOCC3)C2=O)c(C)c1,2,6,7,1,-8,4,-3,0,7,2
COc1ccc(NC(=S)Nc2cc(C)cc(C)n2)cc1OC,5,-3,2,-13,4,-1,4,0,2,-6
O=C(NC(c1ccc(-c2ccccc2)cc1)c1cnccn1)C1CCN(Cc2ccc(Oc3ccccc3)cc2)CC1 (stereo unspecified),-5,3,-2,-7,·,-10,1,7,-5,-5
COC(=O)c1nc2nc(C)cc(=O)n2[nH]1,-1,3,4,1,5,12,-3,0,1,4
CC(C)CNS(=O)(=O)c1ccc(CCC(=O)NCC2CCCO2)cc1 (stereo unspecified),1,-1,-1,6,6,0,0,-2,1,-1
COc1ccc(S(=O)(=O)N2CCCC2CNC(=O)C(=O)NCc2ccco2)cc1 (stereo unspecified),4,-10,-1,-13,-2,2,1,3,7,-2
O=C(c1cccc(S(=O)(=O)NCc2ccccc2)c1)N1CCN(c2ccc(F)cc2)CC1,-4,2,3,4,-4,8,-1,1,-3,2
c1ccc2c(c1)nc1n2CN(Cc2ccc3c(c2)OCO3)CN1,2,-2,-2,1,0,5,1,0,-2,6
O=C(C1CC(=O)N(C2CCCC2)C1)N1CCN(c2cccc(Cl)c2)CC1 (stereo unspecified),-3,-6,-2,-11,-1,-5,-2,-2,2,5
COCC(C)N1C(=O)Cc2c1nc(N)c1c(N)nc(N3CCN(c4ccccc4F)CC3)c(C#N)c21 (stereo unspecified),11,0,4,-5,-2,9,-1,18,19,5
Cc1cc(C(=O)CS(=O)(=O)c2ccccc2)cc(C)c1O,-1,-3,4,-8,-4,15,-3,1,-3,10
CC(C)(C)NC(=O)C(=O)NCCC1=CCCCC1,7,2,3,2,-1,-3,-1,-1,0,1
Nc1cc(Nc2ccccc2)ccn1,2,-4,-6,6,0,6,44*,2,-2,5
CC1=CC(C)(C)N=C(Nc2ccc(C)cc2)S1,-2,2,0,-4,-12,3,0,-3,-2,-1
O=C(CCc1ccc(S(=O)(=O)N2CCOCC2)cc1)N1CCc2ccccc2C1,-6,2,1,9,10,-4,-1,-6,-3,1
CN(C)c1ccc(NC(=O)CSc2nnc(-c3ccco3)c(-c3ccco3)n2)cc1,22,11,0,7,14,10,-2,9,12,0
O=C1C(C=NCCCN2CCCC2=O)=C(O)c2ccccc21,-40,0,-5,-10,-1,-11,3,-1,8,-5
CC(=O)Nc1nc(=S)ss1,6,0,7,-1,3,-3,-5,2,-3,7
O=C(O)c1cc(NC(=O)c2cccc(N3C(=O)c4ccccc4C3=O)c2)cc(C(=O)O)c1,-5,-3,7,11,6,1,3,8,1,-2
CCC(C)Sc1ccc(-c2nc3cnccn3c2NC2CCCCC2)cc1 (stereo unspecified),12&21,-3&-1,3&1,-2&-3,-8,10&5,0&4,-1&4,1&1,8&1
CCCCC[C@@H](C)N1C[C@H](COCc2ccccc2)Oc2cc(N3CC[C@H](N(C)C)C3)ccc2S1(=O)=O,11,16*,3,-10,·,14,-3,6,0,0
Cc1cc(C)n(S(=O)(=O)c2ccc3oc(=O)ccc3c2)n1,5,-3,0,-6,2,-4,1,-1,-1,-5
O=C(c1nnc(-c2ccccc2)o1)C1CC1,2,-3,-2,-4,-1,15,4,-2,4,-6
# Remaining list, next part:
SMILES,mABHD4 FP,LEDGF integ inh,GC-B act,TDP2 inh,HTRA1 inh,SIAE inh,MBD2 DNA inh,rCAG binder,PRMT1 inh,TCR-CD3 inh
CCOc1cc(CNCc2ccncc2)cc(Br)c1OCc1ccccc1F,7,0,-6,7,-9,3,5,-3,4,-2
C[C@H](O)[C@@H]1CN2CCc3c([nH]c4cccc(-c5ccc6c(c5)OCO6)c34)[C@@H]2C[C@@H]1N(C)C(=O)c1ccco1,3,4,-10,0,·,2,-3,8,3,·
COc1ccccc1N1CCN(C(=O)CSc2nc(-c3ccccc3)cc(=O)[nH]2)CC1,4,1,-8,3,2,4,-1,9,0,-3
CC(=O)OCC(O)C1(O)CCC2C3CCC4=CC(=O)CCC4(C)C3C(O)CC21C (stereo unspecified),-1,3,-3,-3,·,2,-3,-7,0,-6
Cc1ccccc1NC(=O)C1CC(=O)n2ncnc2N1 (stereo unspecified),3,-2,4,5,-1,-1,1,-2,-1,0
O=C(Cc1ccccc1)N/N=C/c1cc(Br)cs1,-2,-5,-6,-7,-14,4,5,-1,5,0
CCn1c(SCCN2CCCCC2)nc2c1c(=O)n(C)c(=O)n2C,-9,2,1,5,-10,6,2,-4,13,6
C=CCNC(=O)COC(=O)c1ccc(C)c(NC(=O)c2ccco2)c1,1,0,6,0,-3,2,-1,-2,-1,2
CC(=O)c1cccc(S(=O)(=O)NC(C)C2CC3CCC2C3)c1 (stereo unspecified),-2,0,0,-5,-22,-7,-1,5,11,5
O=C(CCS(=O)(=O)c1cccc2nsnc12)NCc1ccccc1,2,0,4,-6,-2,5,-8,4,2,-6
O=S(=O)(Nc1cccc2c1CCCC2)c1cccc(C(F)(F)F)c1,-15,0,2,-1,-19,-3,0,1,3,-4
CCOc1ccccc1NC(=O)C1=C(C)NC(=S)NC1c1cccs1 (stereo unspecified),-8,0,-12,-13,-9,6,-4,2,2,9
O=C(c1ccco1)N1CCN(C(=O)c2cc3cc([N+](=O)[O-])ccc3oc2=O)CC1,1,3,-1,10,8,-3,-1,0,-4,0
CN(CC(=O)Nc1ccc(Cl)c(C(F)(F)F)c1)C(=O)C1CC(=O)N(c2ccc3c(c2)OCCO3)C1 (stereo unspecified),-2,-2,-8,-3,-6,2,0,2,1,-5
COC(=O)c1cc(C(=O)Cc2ccccc2)c[nH]1,2,-2,1,-7,·,3,-5,-3,-8,2
CCCCC(=O)Nc1nn(C)c2nc3c(C)cccc3cc12,4,3,-7,-5,4,-2,10,-2,-1,-2
COc1ccc(N2CCN(C(=S)Nc3cccc(OC)c3)CC2)cc1,0,-3,3,10,6,-3,4,0,-1,-6
O=C(C1CCN(C2CCN(CC3CC=CCC3)CC2)CC1)N1CCOCC1 (stereo unspecified),-5,1,1,-13,0,2,-5,5,-10,-3
CSC1=N/C(=C\c2ccccc2)C(=O)N1C,-2,0,-2,12,4,2,2,-3,1,6

# Only MBD2 DNA inh (three entries from above):
SMILES | MBD2 DNA inh
CCn1c(SCCN2CCCCC2)nc2c1c(=O)n(C)c(=O)n2C | 2
CCCCC(=O)Nc1nn(C)c2nc3c(C)cccc3cc12 | 10
C[C@H](O)[C@@H]1CN2CCc3c([nH]c4cccc(-c5ccc6c(c5)OCO6)c34)[C@@H]2C[C@@H]1N(C)C(=O)c1ccco1 | -3

# High-throughput results from PubChem.
